Lipid droplet – inhibitors of hepatocyte lipid droplet formation, primary screen, imaging, high-throughput imaging, BODIPY stain. AML12 mouse hepatocytes, oleate lipid droplets. inhibition, % at 6.5 µM. hit rate 0.4% among 240,000. AID 1656, 2009;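 active = lipid droplet intensity inhibited by at least 50%, with more than 500 cells counted; inconclusive = wells with under 300 cells, treated as cytotoxic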
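Assay system: AML12 mouse liver cells | Compound: 6.5 µM single-point dosing | Schedule: Overnight exposure | Technique: Fluorescence imaging, 20x objective, two fields per well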
WT yeast gro inh – growth inhibition of WT strain, primary screen, mitochondrial fusion inhibitor project, WT and mutant strains, chemical genetic; mitochondrial fusion phenotypic screen; hit rate 2.1% among 190,000; inhibition, % at 10 µM; in the data active = inhibition above about 58%; tested in S. cerevisiae
HEK293 NOD2/NF-kB – NOD2 signaling inhibitors, cell-based, luminescence, uHTS, HEK293 (AID 1566); HEK293 NOD2/NF-kB luciferase reporter, luminescence; higher % means a stronger effect; one-dose inhibition, % at 4 µM; EC50 in µM for titrated hits; hit rate 0.63% among 290,000; in the data active = inhibition above about 50%; note: many of its hits are not listed in these tables
MT stabilizer – microtubule stabilizers in HeLa cells, primary screen, imaging, high-content imaging. % tubulin-high responders, % at 10 µM. hit rate 0.83% among 200,000. HeLa tubulin immunostaining HCS, 24 h; share of cells brighter than vehicle mean+2SD;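 active = plate Z-score above 3 for both tubulin-high and condensed-nucleus cell shares, with cell loss under 80%, at 10 µM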;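 note: anti alpha tubulin signal scored within the nucleus-defined area of each cell; some results filed as inactive read as strong as hits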
Yfh1-off respiration – enhancers of respiration in Yfh1-depleted yeast, dose response, Friedreich's ataxia, plus single-dose screen (AID 1465); S. cerevisiae Yfh1-off respiration, WST-1 reduction, 72 h; higher fold induction means a stronger effect; fold induction at 50 µM, or EC50 in µM where a hit was titrated; hit rate 0.074% among 220,000;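 active = fold induction of absorbance versus untreated yeast above a set limit, then at least 30% activation at any dose in follow-up; inconclusive = repeats straddling the limit, or above it without dose testing; inactive = fold induction below the set limit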;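 note: activators that raise dye reduction in frataxin-depleted yeast; strong numbers were not always called active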
Insulin prom up – insulin promoter activators in MIN6 cells, imaging, high-content screening, mouse beta cells. MIN6 insulin promoter-GFP reporter; active compounds read high. z-score at 5 µM. hit rate 0.3% among 190,000. AID 1625, 2009;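 active = z-score above 3 at 5 µM with at least 500 cells counted in the well; inconclusive = wells under 500 cells, flagged as cytotoxic or low count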
bCat nuc transl – modulators of beta-catenin nuclear translocation, primary screen, imaging, HeLa cells, immunofluorescence, high-content | nuclear translocation activity, % at 5 µM | hit rate 0.3% among 190,000;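 active = nuclear translocation activity above 50% at 5 µM, with a well cell count of 50 or more; inconclusive = wells under 50 cells across six images, flagged as toxic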;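 note: per-cell ratio of nuclear to cytoplasmic median beta-catenin stain intensity; plate controls were DMSO negative control for no effect and GSK-3 inhibitor IX positive control for full effect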
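Signal – beta-catenin immunofluorescence imaging with DAPI · Test system – human HeLa cell line · Dosing – 5 µM primary single dose, 0.1% DMSO, 0.02–20 µM confirmation series · Measure – % activation, nuclear-to-cytoplasmic median beta-catenin signal ratio per cell · Incubation – 24 h compound exposure at 37°C, 5% CO2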
Dynein cargo inh – inhibitors of GR-EGFP nuclear translocation, primary screen, dynein cargo transport inhibitor project, imaging, high-content, 3617.4 mouse cells; test concentration mostly 20 µM; stimulated with dexamethasone, 1 µM; active compounds read low; z-score, hits read low; hit rate 0.47% among 220,000; AID 1381, 2008;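 active = plate z-score of nuclear minus cytoplasmic receptor signal below a set negative limit, without overly bright fluorescence or cell loss, cut at about -3.5 in these data, passing the limit was not always enough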;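 note: z-score of nuclear minus cytoplasmic ring GR-EGFP intensity difference per well; some compounds called inactive have numbers as strong as hits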
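Buffer or medium – tet-free medium with charcoal-stripped serum · Signal – automated 10x imaging of fixed Hoechst-stained cells · Also added – dexamethasone agonist, 1.0 µM final, for 30 min · Incubation – induction 48 h, compound 1 h, agonist 30 min · Read-out – GR-EGFP nuclear translocation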
Autophagy HCS – autophagy modulators in MEF cells, primary screen, imaging, high-content, MEF GFP-LC3; calls only at 10 µM (by protocol); MEF GFP-LC3 puncta imaging; test concentration mostly 10 µM; hit rate 0.98% among 190,000; AID 463193, 2010;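 active = percentage of spot-positive cells more than 3 SD above its plate mean, without a fluorescence outlier flag or 80% toxicity; inconclusive = no clear call, values can overlap the other calls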;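 note: spot-positive cell cutoff set from DMSO-treated cells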
WT yeast gro inh mutant strain – second read-out of WT yeast gro inh, no call of its own (marks repeat the call); inhibition, %; mitochondrial fusion phenotypic screen, mutant strain inhibition
Dynein cargo inh cytoplasmic EGFP – further read-out of Dynein cargo inh, marked with its call; z-score; measured here: cytoplasmic GR-EGFP intensity; active compounds read high
Dynein cargo inh nuclear GR-EGFP – also measured in Dynein cargo inh; calls as there; z-score; measured here: nuclear GR-EGFP intensity;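 lower value marks the stronger effect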
Dynein cargo inh cell count – second read-out of Dynein cargo inh, no call of its own (marks repeat the call); z-score; measured here: cell count per field
Insulin prom up cell count – further read-out of Insulin prom up, marked with its call; cell count; measured here: cytotoxicity, nuclei count;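 total cells summed across four imaged fields per well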
Lipid droplet cells 6.5 µM – further read-out of Lipid droplet, marked with its call; cell count; measured here: cell count, cytotoxicity flag;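 cells counted across two imaged fields per well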
bCat nuc transl cell count 5 µM – recorded beside bCat nuc transl, whose call it bears; cell count; measured here: cell count, cytotoxicity flag
MT stabilizer Hoechst-high % – second read-out of MT stabilizer, no call of its own (marks repeat the call); % Hoechst-high responders; measured here: nuclear condensation Hoechst responders;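 share of cells brighter than vehicle mean plus two SD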
MT stabilizer cytotoxicity % – recorded beside MT stabilizer, whose call it bears; toxicity, %; measured here: cytotoxicity by cell density;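 0% = mean cell density of plate MIN control wells and 100% = no cells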
Autophagy HCS cell loss 18 h – recorded beside Autophagy HCS, whose call it bears; toxicity, %; measured here: cell loss, nuclei count;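 cell loss after 18 h compound exposure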
Starred values were filed as active, the others as inactive; i = inactive; ? = inconclusive; · = no result given.

nr | molecule | Lipid droplet | Lipid droplet cells 6.5 µM | WT yeast gro inh | WT yeast gro inh mutant strain | HEK293 NOD2/NF-kB | MT stabilizer | MT stabilizer Hoechst-high % | MT stabilizer cytotoxicity % | Yfh1-off respiration | Insulin prom up | Insulin prom up cell count | bCat nuc transl | bCat nuc transl cell count 5 µM | Dynein cargo inh | Dynein cargo inh cytoplasmic EGFP | Dynein cargo inh nuclear GR-EGFP | Dynein cargo inh cell count | Autophagy HCS | Autophagy HCS cell loss 18 h
1 | O=S(=O)(NCc1ccncc1)c1ccccc1 | -1 | 801 | -2 | 9 | 35% | 2.1 | 1.3 | 7.9 | i | -2.8 | 595 | · | · | -1.6 | -0.22 | -0.52 | 1.1 | i | -8
2 | O=C(CNC(=O)c1ccc(-c2ccccc2)cc1)OCc1c(Cl)cccc1Cl | 0 | 598 | -10 | -7 | 8% | 1.4 | 4.0 | 5.8 | i | · | · | -0.1 | 939 | -0.36 | -0.3 | -0.5 | 0.32 | i | -10
3 | O=C(c1ccccc1Oc1ccccc1)N1CCN(c2ccc(F)cc2)CC1 | · | · | 10 | 15 | 16% | 0.6 | 1.5 | 7.6 | i | -0.32 | 1629 | 1.1 | 1397 | -0.83 | -0.19 | -0.44 | 0.33 | i | 2
4 | O=S(=O)(c1ccc(N2CCCC2)nc1)N1CCCC1 | -13 | 672 | -6 | 6 | 1% | 1.6 | 2.0 | 4.4 | i | -0.87 | 1365 | -1.8 | 1205 | -0.57 | -0.35 | 0.068 | 0.24 | i | -3
5 | COc1ccc(CC(=O)Nc2nc3ccc(F)cc3s2)cc1S(=O)(=O)N1CCOCC1 | -27 | 678 | 1 | -3 | -10% | 3.6 | 1.7 | 1.5 | i | -0.8 | 1861 | -0.5 | 1064 | 0.65 | -0.25 | 0.61 | -0.17 | i | -1
6 | O=C(Cc1cccc(C(F)(F)F)c1)NCc1ccc(Cl)cc1 | -1 | 551 | -9 | -9 | -8% | 2.5 | 2.4 | 2.8 | i | -0.13 | 1243 | 0.3 | 866 | -0.78 | -0.24 | -0.45 | 1.6 | i | -5
7 | CCOC(=O)c1ccc2c(c1)NC(=O)C(N1CCN(c3ccc(OC)cc3)CC1)S2 (stereo not drawn) | 5 | 666 | -9 | -16 | -4% | 5.2 | 9.2 | 1.1 | i | · | · | -4.0 | 1203 | -1.3 | -0.14 | -0.33 | 0.6 | i | -6
8 | O=C(CN(Cc1cccs1)C(=O)CNS(=O)(=O)c1ccc(F)cc1)NCc1ccco1 | · | · | -2 | 14 | 12% | 3.5 | 2.3 | 6.9 | i | -1.4 | 1450 | -7.2 | 1011 | -0.0026 | -0.43 | 0.25 | 0.065 | i | 10
9 | O=c1[nH]nc(CNc2cccc(C(F)(F)F)c2)c2ccccc12 | 0 | 703 | 15 | 8 | -4% | 2.8 | 3.0 | 11 | i | 0.61 | 1153 | -3.7 | 1050 | 0.34 | 0.11 | 0.29 | -0.34 | i | 23
10 | Cc1cc2ccccn2c1C(=O)c1ccncc1 | 3 | 679 | -11 | -18 | 1% | 2.3 | 2.6 | 3.5 | i | -8.3 | 510 | -2.5 | 1066 | 1.4 | -0.26 | -0.17 | -0.38 | i | 3
11 | CCN=C1SC(C(=O)Nc2ccc(OC)cc2)CC(=O)N1CC (stereo not drawn) | -2 | 649 | 9 | 4 | -14% | 4.8 | 1.3 | 1.8 | i | -0.6 | 1327 | -2.1 | 1105 | -1.2 | -0.24 | -0.6 | 1.1 | i | 20
12 | Cc1ccc(C(=O)NNC(=O)/C=C\C(=O)O)cc1 | -12 | 775 | · | · | 6% | · | · | · | i | -0.54 | 993 | -0.1 | 1302 | -0.015 | -0.29 | 0.48 | 0.9 | · | ·
13 | COc1ccc(C)cc1N(C)C(=O)c1coc(=O)c2ccccc12 | · | · | 5 | 7 | 1% | 5.2 | 2.2 | 1.3 | i | 1.1 | 1334 | -3.7 | 811 | 1.5 | 0.026 | 0.81 | -1.7 | i | -2
14 | COC(=O)c1oc2ccc(Br)cc2c1-n1cccc1 | · | · | 38 | 19 | 6% | 4.2 | 2.7 | 9.8 | i | 0.45 | 1361 | -3.3 | 974 | -0.55 | 0.092 | 0.09 | -1.1 | i | -4
15 | COc1ccccc1NC(=S)NC(C)=O | 1 | 685 | 5 | 18 | -5% | 3.9 | 1.5 | 0.4 | i | -0.01 | 1554 | -2.1 | 1032 | 0.13 | -0.12 | 0.53 | -0.14 | i | 18
16 | O=C(N/N=C/c1cccnc1)c1cccs1 | 2 | 736 | · | · | -21% | · | · | · | i | 0.25 | 1010 | 1.2 | 1222 | -0.23 | -0.24 | 0.3 | 0.47 | · | ·
17 | Clc1ccccc1-c1nnc2sc(-c3cccs3)nn12 | · | · | 15 | 15 | 8% | 5.0 | 1.9 | 9.5 | i | · | · | 1.6 | 1153 | 0.78 | -0.24 | 0.72 | 0.95 | i | 5
18 | CSc1nc2[nH]ncc2c(=O)[nH]1 | 2 | 439 | 2 | -13 | -8% | 5.8 | 2.9 | 5.5 | i | 0.08 | 1305 | -0.5 | 929 | -0.66 | -0.24 | -0.59 | 0.72 | i | -19
19 | CC(C)CSc1nnc2c(n1)[nH]c1ccccc12 | · | · | 3 | 0 | -158% | 2.3 | 1.2 | 4.2 | i | -0.18 | 877 | · | · | -0.43 | -0.23 | -0.0092 | 0.93 | i | -10
20 | C[n+]1ccccc1C1CCCC/C1=N\Nc1ccc([N+](=O)[O-])cc1[N+](=O)[O-] (stereo not drawn) | 20 | 640 | 32 | 12 | 25% | 5.6 | 2.0 | 5.8 | i | -0.01 | 1462 | -1.8 | 1144 | 0.21 | -0.2 | -0.056 | 0.76 | i | 3
21 | O=S(=O)(c1ccc(Br)cc1Cl)N1CCN(CCO)CC1 | 2 | 689 | 7 | 0 | 7% | 2.7 | 2.5 | 8.5 | i | -0.15 | 1258 | -2.9 | 1134 | 0.0046 | -0.2 | -0.36 | 0.48 | i | -5
22 | CC1CCCC(C)N1CC(O)COCC1COc2ccccc2O1 (stereo not drawn) | · | · | -15 | 2 | 1% | 3.0 | 2.0 | 6.9 | i | -1.1 | 1301 | · | · | -0.59 | -0.19 | 0.049 | 1.2 | i | -22
23 | O=C(NC1CCCCC1NC(=O)c1ccco1)c1ccco1 (stereo not drawn) | 10 | 719 | -3 | -1 | 7% | 2.8 | 1.8 | 4.0 | i | -0.87 | 1591 | 1.2 | 1003 | 1.1 | -0.17 | 1 | -2.1 | i | 1
24 | O=C(CN1CCCCC1)N1c2ccccc2Sc2ccc(C(F)(F)F)cc21 | -20 | 731 | 12 | 8 | 8% | 3.6 | 1.3 | 5.0 | i | -0.67 | 963 | -2.2 | 1217 | 0.38 | -0.17 | 0.21 | 0.058 | i | 4
25 | O=c1cc[nH]c2ccc(Cl)cc12 | 0 | 698 | -8 | -11 | -10% | 3.6 | 3.2 | 5.9 | i | 0.75 | 1243 | · | · | -0.47 | -0.27 | 0.15 | 0.71 | i | 0
26 | NS(=O)(=O)c1ccc(CCNC(=O)c2ccco2)cc1 | 4 | 652 | -22 | -10 | 22% | 3.1 | 1.6 | 6.7 | i | 0.8 | 1672 | 0.9 | 836 | 0.053 | -0.25 | -0.38 | 0.76 | i | 10
27 | Cc1cc(C(F)(F)F)nn1Cc1ccc(C(=O)NCc2ccco2)o1 | -9 | 772 | 0 | 5 | -12% | 3.2 | 1.6 | 6.7 | i | -0.01 | 1260 | · | · | 0.35 | -0.24 | 0.16 | 0.016 | i | 2
28 | Cc1ccc(Nc2nc(Cl)c(C=O)s2)cc1Cl | 28 | 664 | 32 | -2 | 10% | 6.0 | 2.2 | 7.5 | i | · | · | -2.6 | 1003 | -2.6 | 1.6 | -0.79 | 1 | i | -2
29 | COc1ccc(Cn2c(C)c(C)c(C#N)c2NC(=O)Nc2cccc(Cl)c2)cc1 | · | · | -3 | 6 | -4% | 2.6 | 1.5 | 7.7 | ? | 0.75 | 1446 | -2.4 | 932 | -0.36 | -0.19 | 0.65 | 0.33 | i | 14
30 | CC1=C(C(=O)N(C)C)C(c2cccs2)NC(=O)N1 (stereo not drawn) | -2 | 749 | -22 | -11 | 8% | 3.4 | 1.2 | 2.3 | i | · | · | -0.4 | 1012 | 0.2 | -0.24 | -0.26 | -0.12 | i | 9
31 | COC(=O)c1cc(NC(=O)CN(c2ccc(OC)cc2)S(=O)(=O)c2ccc(F)cc2)ccc1Cl | -50 | 714 | -6 | -4 | 1% | 1.4 | 1.8 | 7.3 | i | -0.96 | 636 | -0.3 | 1172 | · | · | · | · | i | -3

From PubChem BioAssay

Some of the compounds tested. The share of hits here may be higher or lower than overall.
